DAX1 inh-1 – DAX1 (NR0B1) inhibitors, primary screen, cell-based, HEK293, Gal4-DAX1, luciferase luminescence; HEK293 Gal4-DAX1 luciferase reporter; inhibition, % at 6.75 µM; 340,000 tested, 0.99% active; AID 504766, 2011;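 active = inhibition above the mean over all tested compounds plus 3 SD, cut at about 4.2% in these data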;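 also: 0% = DAX1-transfected cells with DMSO and 100% = empty-vector control cells with DMSO; inhibition shows as a rise in luminescence from relieved DAX1 repression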
Target sequence (P51843 207-470 limits assumed): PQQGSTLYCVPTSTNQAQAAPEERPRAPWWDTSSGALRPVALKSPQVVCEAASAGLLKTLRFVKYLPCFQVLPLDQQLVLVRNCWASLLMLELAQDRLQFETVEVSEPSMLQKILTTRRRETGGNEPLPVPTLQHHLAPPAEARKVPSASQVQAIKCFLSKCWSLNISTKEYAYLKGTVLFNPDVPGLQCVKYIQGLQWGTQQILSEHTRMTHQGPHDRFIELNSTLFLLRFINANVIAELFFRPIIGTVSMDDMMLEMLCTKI
DAX1 inh-2 – DAX1 (NR0B1) inhibitors on StAR promoter, primary screen, cell-based, luminescence, SF-1 (NR5A1), full-length DAX-1; HEK293T StAR-luciferase reporter, SF-1/DAX-1 repression relief; inhibition, % at 6.8 µM; 370,000 tested, 1.1% active; AID 652010, 2013;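 active = inhibition above the mean over all tested compounds plus 3 SD, cut at about 3.6% in these data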;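 also: 0% = DAX-1 cells with DMSO and 100% = cells lacking DAX-1 with DMSO; higher inhibition means more luminescence from relief of DAX-1 repression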
sPLA2-III inh – human group III sPLA2 inhibitors, primary screen, biochemical, QFRET, BODIPY PC-A2 liposome substrate | Group 3 secretory phospholipase A2 (Homo sapiens), Q9NZ20 | QFRET BODIPY PC-A2 liposome hydrolysis, fluorescence | inhibition, % at 12.2 µM | 370,000 tested, 0.56% active | AID 743126, 2013;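 active = inhibition above mean plus 3 SD of compounds lying within the high and low control bounds, cut at about 19% in these data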;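 also: 0% = median of test compound wells and 100% = no enzyme DMSO wells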
Target sequence (Q9NZ20 whole entry, looked up): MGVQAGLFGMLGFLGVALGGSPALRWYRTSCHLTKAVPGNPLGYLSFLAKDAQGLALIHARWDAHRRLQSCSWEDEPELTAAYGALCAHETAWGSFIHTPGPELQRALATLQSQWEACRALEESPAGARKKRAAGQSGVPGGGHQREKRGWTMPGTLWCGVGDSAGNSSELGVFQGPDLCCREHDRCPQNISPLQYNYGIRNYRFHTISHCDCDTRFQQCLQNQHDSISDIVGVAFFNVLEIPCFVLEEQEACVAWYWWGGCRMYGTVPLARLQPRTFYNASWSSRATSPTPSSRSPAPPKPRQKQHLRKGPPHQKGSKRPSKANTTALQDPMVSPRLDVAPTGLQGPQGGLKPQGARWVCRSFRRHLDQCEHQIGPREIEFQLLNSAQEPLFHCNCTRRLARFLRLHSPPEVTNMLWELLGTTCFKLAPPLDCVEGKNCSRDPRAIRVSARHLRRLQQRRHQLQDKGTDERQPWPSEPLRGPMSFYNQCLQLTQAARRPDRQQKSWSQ
PG9 Ab binder – binders of HIV-1 gp120 antibody PG9, primary screen, biochemical, TR-FRET; HIV-1 gp120 / PG9 antibody interaction; TR-FRET gp120-PG9 antibody binding; inhibition, % at 6.7 µM; 360,000 tested, 0.43% active; AID 624416, 2012; in the data active = inhibition above about 8.5%
SMARCA2 act – SMARCA2 (BRM) function activators, primary screen, cell-based, luminescence, high throughput | MG213 cells, MMTV-luciferase reporter, dexamethasone, overnight | activation, % at 9.1 µM | 370,000 tested, 1% active | AID 652017, 2013; in the data active = activation above about 7.8%;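 also: 0% = vehicle wells and 100% = reference activator wells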
hcDAF-12 act – H. contortus DAF-12 nuclear receptor activators, primary screen, cell-based, luminescence, HEK293, lit1-tk-luc reporter; HEK293 hcDAF-12 lit1-tk-luc reporter; 0% DMSO, 100% Δ7-dafachronic acid; activation, % at 6.8 µM; AID 652067, 2013; 370,000 tested, 1.4% active;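 active = activation above the mean of all tested compounds plus 3 SD, cut at about 5.5% in these data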;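 also: 100% = response to 3 µM Δ7-dafachronic acid high control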
FXN GAA850 act – FXN promoter activators, primary screen, cell-based, luciferase luminescence, HEK293 lucGAA850 | 360,000 tested, 0.56% active | activation, % at 6 µM | HEK293 lucGAA850 FXN promoter luciferase reporter, 24 h; percent of 10 µM SAHA response;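 active = activation above the average of all compounds screened plus 3 SD, cutoff fixed separately per campaign, cut at about 7.5% in these data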;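 also: 0% = DMSO wells and 100% = 10 µM SAHA wells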
ssDAF-12 act – S. stercoralis DAF-12 nuclear receptor activators, primary screen, cell-based, luminescence, HEK293, GRIP1 co-expression, lit1-tk-luc; Nuclear hormone receptor DAF-12 (Strongyloides stercoralis); HEK293 ssDAF-12/GRIP1 lit1-tk-luc reporter; % of 3 µM dafachronic acid response; activation, % at 6.8 µM; 370,000 tested, 1% active;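 active = activation above the mean over all tested compounds plus 3 SD, cut at about 0.9% in these data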;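 also: 0% = DMSO-only wells and 100% = 3 µM delta7-dafachronic acid wells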
hgDAF12 agonist – H. glycines DAF-12 receptor agonists, primary screen, cell-based, luminescence, HEK293, GAL4 fusion, UAS-luciferase. Nuclear hormone receptor DAF-12 (Heterodera glycines), GAL4 fusion. HEK293 GAL4-hgDAF12 UAS-luciferase reporter, agonist luminescence; normalized to butyrate control. activation, % at 6.8 µM. 370,000 tested, 1.8% active. AID 687014, 2013;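 active = activation above a cutoff set at the mean of all screened compounds plus 3 SD, cut at about 10% in these data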;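 also: 0% = DMSO wells and 100% = sodium butyrate wells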
PLCb3 inh – human PLC-beta3 inhibitors, primary screen, biochemical, fluorescence; 370,000 tested, 0.18% active; 1-phosphatidylinositol 4,5-bisphosphate phosphodiesterase beta-3 (Homo sapiens), Q01970; Purified PLC-beta3, fluorogenic substrate; AID 720704, 2013; inhibition, % at 12.2 µM; in the data active = inhibition above about 11%;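 also: 0% = median of compound wells on plate and 100% = full blocker control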
NR1D1 modulator – modulators of Rev-erb alpha DNA binding, primary screen, biochemical, FITC-DNA, fluorescence polarization, uHTS; Nuclear receptor subfamily 1 group D member 1 (Homo sapiens), P20393; Rev-erbα–FITC-DNA binding, 90 min; activity, % at 10 µM; 370,000 tested, 0.79% active; AID 1259318, 2017;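 active = activity above about 14%, limit read from the data; passing the limit was not always enough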;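 also: 0% = DMSO wells with 35 nM protein and 100% = DMSO wells with 750 nM protein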
* = called active by the depositor; i = inactive; · = not tested or not shown; & = joins results of further samples.

SMILES	DAX1 inh-1	DAX1 inh-2	sPLA2-III inh	PG9 Ab binder	SMARCA2 act	hcDAF-12 act	FXN GAA850 act	ssDAF-12 act	hgDAF12 agonist	PLCb3 inh	NR1D1 modulator
Cc1ccc(C2N3CCCN23)cc1 (configuration not stated)	0.1	-0.2	13.6	-1.4	-5.6	2.4	-0.9	-1.6	-1.8	-6.5	-7.6
COC(=O)C(O)(c1ccc(NC(=O)c2ccco2)c(OC)c1)C(F)(F)F (configuration not stated)	0.9	-0.7	2.4	-2.9	0.5	-0.8	1.3	-1.0	-1.7	1.4	0.6
COP(=S)(OC)Oc1ccc(Sc2ccc(OP(=S)(OC)OC)cc2)cc1	0.2	0.9	-41.8	-1.7	-6.2	0.5	0.1	-0.5	-2.0	-5.7	-3.5&-4.3
C[N+]1(C)C2CCC1CC(OC(=O)c1c[nH]c3ccccc13)C2 (configuration not stated)	-0.2	-0.8	0.2	-1.7	1.2	-0.4	2.1	-1.4	2.3	3.8	-0.7
COc1cc(N2CCOCC2)ccc1C=C1C(=O)NC(=O)NC1=O	-1.4	-0.7	-3.9	-1.1	-0.4	-0.3	0.9	-0.3	-1.8	3.7	-6.9
CCOP(=O)(Cc1ccc(C#N)o1)OCC	2.6	0.0	-4.0	-0.3	-2.5	2.3	1.0	-1.1	-1.7	-3.0	-1.2
CC1CCN(C(=O)C(C)Cl)CC1 (configuration not stated)	-0.1	-0.1	-2.3	0.6	-3.4	-0.6	0.3	-0.8	0.8	1.5	-2.1
COC(=O)C1=C(c2ccc(-c3ccccc3)c(F)c2)C[C@@H]2CC[C@H]1N2C(=O)N1CCOCC1	-4.7	-2.2	-8.4	0.6	-2.3	-4.9	-7.0	-2.3	-8.2	3.1	4.2
NC1CCCCC1N=Cc1c(O)n(Cc2ccc(F)cc2)c(=O)[nH]c1=O (configuration not stated)	0.9	-0.3	-12.8	-1.4	-0.1	-0.4	-0.2	-1.7	0.7	0.3	2.2
COC(=O)C1=C(c2ccc(Cl)c(C(F)(F)F)c2)C[C@@H]2CC[C@H]1N2C(=O)NCc1ccco1	-0.9	-1.2	-4.5	1.8	-2.3	-2.6	-1.8	-1.9	-0.9	1.3	5.8
CCCCOCCCN1C(C)=CC(=C2C(=O)NC(=S)NC2=O)C=C1C	3.6	0.2	3.6	-1.1	1.3	-1.7	-0.5	-1.3	-5.2	-8.9	41.4*
CC1=C(C(=O)Nc2ccccc2)SCCO1	-0.2	1.6	10.1	0.3	1.3	3.4	5.4	-0.4	1.0	2.5	2.0
NCCNc1ccc([N+](=O)[O-])c2cccnc12	6.0*	0.6	6.9	-4.8	7.2	2.2	1.2	-1.7	5.9	-4.2	-1.0
CCc1ccc(NC2=NCCCS2)cc1	1.0	-0.1	0.7	-2.0	-1.1	-1.4	-0.5	-0.6	4.4	-2.4	-3.5
O=C1NCN(c2ccccc2)C12CCN(C(c1cc3ccccc3o1)c1nnnn1C1CCCCC1)CC2 (configuration not stated)	·	0.3	-2.7	-0.8	-1.7	0.3	·	-0.8	-0.6	2.2	-5.5
O=c1[nH]c(=O)n(Cc2ccccc2)c(O)c1C=Nc1ccc(CN2CCOCC2)cc1	-1.2	-1.0	0.3	2.7	-0.1	1.1	1.0	-1.4	2.9	-8.9	-2.8
CN1CC[C@@]23CCCC[C@@H]2[C@@H]1Cc1ccc(O)cc13	-1.4	0.1	-8.5	-0.5	-0.8	-0.9	-1.1	-1.2	-0.7	4.4	-1.3
COc1ccc(C2C(C#N)=C(N)Oc3c2c(=O)oc2ccccc32)cc1Cn1cc([N+](=O)[O-])cn1 (configuration not stated)	0.1	-0.2	-8.0	-1.3	-1.9	1.5	1.4	-1.1	2.5	-13.8	1.1
Nc1ncnc2c1ncn2[C@@H]1O[C@H](COP(=O)(O)CP(=O)(O)O)[C@@H](O)[C@H]1O	-0.3	0.7	7.0	2.3	-3.2	-0.5	0.5	-0.8	0.0	0.9	-3.1
CN(C)c1ccccc1	1.9	0.3	-8.2	-1.5	2.0	0.1	-0.9	-1.3	1.9	2.2	-3.2
COC(=O)c1ccc(N2C(=O)CC(N3CCC(n4c(=O)[nH]c5ccccc54)CC3)C2=O)cc1 (configuration not stated)	0.8	0.5	-2.5	1.0	-0.6	-0.1	0.8	-0.6	1.0	0.6	2.3
Cn1c(O)c(C=NC2CCCCCC2)c(=O)[nH]c1=S	0.1	-0.3	5.5	-4.3	0.1	-0.1	0.2	-1.9	1.6	5.2	3.0
Cc1nc2ccccc2c(=O)n1-c1cccc(O)c1	0.3	0.1	-3.7	-1.5	2.2	-0.8	2.0	-1.0	-1.4	3.0	-2.4
CCOc1ccc(-n2c(O)c(/C=C3\C=Nc4ccccc43)c(=O)[nH]c2=O)cc1	0.4	0.1	1.8	-0.1	-4.1	4.1	1.1	-0.1	2.0	-9.5	2.0
CC1CCCCN1CC(=O)c1ccc2cc[nH]c2c1 (configuration not stated)	1.3	0.6	-8.6	-0.6	2.1	1.5	0.5	-0.2	-1.0	-135.6	0.6
CC(C)C[C@@H]1COc2cc(N3CCN(C)CC3)ccc2S(=O)(=O)N1	·	0.6	0.4	0.7	3.5	-0.3	·	-1.3	0.8	-0.8	-2.2
CC(C)C(C)(NC(=O)c1cccn(Cc2ccc3c(c2)OC(F)(F)O3)c1=O)C(N)=O (configuration not stated)	-0.5	-0.6	11.2	-0.1	-0.1	-0.6	1.0	-1.2	2.5	-7.3	0.5
S=C1CN=C(c2ccccc2Cl)c2cc(Cl)ccc2N1	-0.6	-0.8	4.1	-1.0	4.9	-0.9	0.4	-1.1	-2.7	3.4	-2.1
CCOC(=O)[C@]12Cc3cc(OC)c(OC)cc3[C@H]1N(Cc1ccccc1)C(=O)c1ccccc12	0.6	0.2	1.2	-1.3	-1.1	-1.7	3.0	-1.4	-1.5	7.0	-1.4
CCCNS(=O)(=O)c1ccc(OCC(=O)N2CCN(Cc3ccc4c(c3)OCO4)CC2)cc1	0.0	-2.5	-4.9	0.4	-3.8	-2.9	-0.8	-2.0	-5.2	0.9	0.1
Cc1ccccc1-n1c(O)c(/C=N/Nc2nc3c(c(=O)n(C)c(=O)n3C)n2C)c(=O)[nH]c1=S	-0.3	-0.4	16.5	-4.8	-1.9	-0.7	1.5	-0.5	-1.8	-35.0	5.9
COC(=O)C(O)(c1ccc2c(c1)CCCN2)C(F)(F)F (configuration not stated)	-0.6	-0.1	9.6	-1.7	-0.2	-1.6	0.3	-1.8	2.1	2.2	-2.8
CC[n+]1c(/C=C/C=C/c2ccc(N(C)C)cc2)sc2ccccc21	-7.1	-1.7	37.1*	-252.2	-13.0	-7.0	-7.3	-3.4	-11.1	-20.2	-12.7
CC(C)NC(=O)Cn1cc(C(=O)c2ccccc2)c2ccccc21	-0.7	-0.3	13.4	-0.4	-0.2	-1.2	0.6	-1.6	-3.3	-4.5	4.2
Nc1c(C(=O)NCc2ccco2)c2nc3ccccc3nc2n1CCN1CCCCC1	-1.2	-1.2	-19.8	-1.0	8.8*	-1.3	-1.4	-1.2	-0.2	i	-21.4
Cn1cc(C=O)c2nccnc21	1.6	-0.5	6.7	0.2	-4.1	1.9	-0.3	-1.1	-1.2	-20.8	0.5
CSCCC(c1nnnn1C1CCCC1)N1CCC(n2c(=O)[nH]c3ccccc32)CC1 (configuration not stated)	·	-2.4	-7.7	-2.6	-4.1	-0.4	·	-1.9	-3.9	-0.9	-4.8
CNCC(O)c1cc(F)c(OCc2ccccc2)c(OCc2ccccc2)c1F (configuration not stated)	-0.1	-1.4	4.7	-1.7	-1.6	-2.2	0.0	-1.5	-1.7	-1.5	-2.5
C=CCn1c(O)c(/C=N/N2CCOCC2)c(=O)[nH]c1=S	1.1	-0.1	1.9	-0.8	-4.4	2.3	1.0	-1.9	-4.5	-5.0	-7.8
COC(=O)C(O)(c1ccc(N(C)C(=O)c2cccs2)cc1)C(F)(F)F (configuration not stated)	-2.1	-0.9	1.7	0.0	-5.6	-1.8	-1.4	-1.9	-3.0	2.1	-3.5
CCCCN(Cc1ccccc1)C1CCN(CCc2ccccc2)CC1	-1.5	-0.8	0.3	-2.4	-4.0	-1.3	-1.1	-1.5	-1.4	7.8	7.5
O=C1N(c2ccccc2)C(c2cccnc2)N2CCCN12 (configuration not stated)	1.0	0.1	5.5	1.0	-2.5	1.7	0.2	-1.1	2.4	-5.3	4.7
C[C@]12CC[C@H](OS(=O)(=O)O)CC1=CC[C@@H]1[C@@H]2CC[C@]2(C)C(=O)CC[C@@H]12	-0.9&1.7&-0.8	-0.2&0.6&1.5	3.9&-8.6&-7.2	0.1&-3.9&-0.6	-2.8&-4.4&-0.7	0.5&-0.4&-0.6	-1.2&0.2&-0.2	-1.1&0.0&-1.2	-2.4&0.4&-3.1	-1.3&0.3&3.0	8.4&-5.5&2.1
CC(Cc1ccccc1)NCC(=O)Nc1cc(N(C)C)nc2ccccc12 (configuration not stated)	·	0.0	-1.6	1.3	-1.4	1.0	-0.4	-0.8	-2.4	-24.1	4.6
CN(C)CP(=O)(Nc1ccccc1)N(C)C (configuration not stated)	0.9	0.4	1.4	-0.2	-5.2	-0.9	-0.9	-1.1	-2.4	2.6	-3.7
COC(=O)[C@@H](N)CCCN=C(N)N[N+](=O)[O-]	-0.5	-0.9	1.8	-0.7	5.3	0.5	-0.5	-1.5	-0.2	3.2	0.4
Cc1onc(-c2c(Cl)cccc2Cl)c1C(=O)Nc1ccc2c(C(F)(F)F)cc(=O)oc2c1	2.2	0.0	5.2	-1.5	-2.2	-0.4	1.1	-1.5	3.4	-136.9	6.4

Quoted at random: 2 records from the list
SMILES	DAX1 inh-1	DAX1 inh-2	sPLA2-III inh	PG9 Ab binder	SMARCA2 act	hcDAF-12 act	FXN GAA850 act	ssDAF-12 act	hgDAF12 agonist	PLCb3 inh	NR1D1 modulator
CN(C)CP(=O)(Nc1ccccc1)N(C)C (configuration not stated)	0.9	0.4	1.4	-0.2	-5.2	-0.9	-0.9	-1.1	-2.4	2.6	-3.7
NC1CCCCC1N=Cc1c(O)n(Cc2ccc(F)cc2)c(=O)[nH]c1=O (configuration not stated)	0.9	-0.3	-12.8	-1.4	-0.1	-0.4	-0.2	-1.7	0.7	0.3	2.2

Source: PubChem (several laboratories)

An excerpt. The share of hits here may be higher or lower than overall.
